ULK1 primary: human ULK1 kinase inhibition, primary screen | O75385 | AlphaScreen Atg13 phosphorylation by ULK1, luminescence | inhibition, % at 5.96 µM | 30,000 compounds, 1.9% hits | AID 1259251; in the data active = inhibition above about 43%;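 also: 0% = median of compound wells and 100% = no enzyme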
Target sequence (O75385 whole entry, looked up): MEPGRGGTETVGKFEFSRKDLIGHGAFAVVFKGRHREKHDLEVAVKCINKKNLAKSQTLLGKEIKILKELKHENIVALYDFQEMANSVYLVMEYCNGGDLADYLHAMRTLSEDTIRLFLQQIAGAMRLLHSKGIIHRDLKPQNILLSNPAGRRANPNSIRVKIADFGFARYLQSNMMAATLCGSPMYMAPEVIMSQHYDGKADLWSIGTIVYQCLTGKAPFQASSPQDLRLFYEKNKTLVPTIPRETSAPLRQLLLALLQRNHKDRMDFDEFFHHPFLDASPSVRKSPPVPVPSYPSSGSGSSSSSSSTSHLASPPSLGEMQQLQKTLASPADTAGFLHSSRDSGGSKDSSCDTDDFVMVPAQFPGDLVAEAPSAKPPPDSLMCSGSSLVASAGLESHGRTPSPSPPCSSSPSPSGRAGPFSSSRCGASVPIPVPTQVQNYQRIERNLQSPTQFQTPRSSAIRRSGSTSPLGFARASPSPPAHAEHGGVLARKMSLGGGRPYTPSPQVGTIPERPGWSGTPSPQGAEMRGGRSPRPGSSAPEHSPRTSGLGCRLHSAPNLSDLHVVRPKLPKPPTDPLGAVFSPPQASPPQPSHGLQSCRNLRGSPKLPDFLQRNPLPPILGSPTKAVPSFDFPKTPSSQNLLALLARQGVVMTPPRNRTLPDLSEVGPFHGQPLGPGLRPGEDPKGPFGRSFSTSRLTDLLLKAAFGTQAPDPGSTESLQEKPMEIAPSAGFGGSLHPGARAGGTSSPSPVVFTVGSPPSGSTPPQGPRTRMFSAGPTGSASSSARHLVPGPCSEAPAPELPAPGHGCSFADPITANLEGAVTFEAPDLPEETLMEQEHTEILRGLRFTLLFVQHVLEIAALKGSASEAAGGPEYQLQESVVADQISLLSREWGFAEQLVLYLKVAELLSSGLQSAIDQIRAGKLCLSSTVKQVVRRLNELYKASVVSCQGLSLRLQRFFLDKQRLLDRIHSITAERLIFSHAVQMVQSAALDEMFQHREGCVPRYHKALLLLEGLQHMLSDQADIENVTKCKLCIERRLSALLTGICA
ASK1 inh: inhibitors of human ASK1 kinase | Q99683 | AlphaScreen MKK6 phosphorylation by ASK1, luminescence | inhibition, % at 7.44 µM | 22,000 compounds, 0.99% hits | AID 1159602; in the data active = inhibition above about 35%;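 also: 0% = median of compound wells and 100% = no enzyme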
* marks the source's active call; other numbers are inactive results; . = no result given. No enrichment for hits; 2.4% or so of the library scored in one or more.

item	canonical_smiles	ULK1 primary	ASK1 inh
1	O=C(NCc1nc2ccccc2[nH]1)c1ccc2nc(N3CCN(c4ccccn4)CC3)sc2c1	13	3
2	COc1cc(Nc2cc(NCCN(C(C)C)C(C)C)nc(N)n2)cc(OC)c1OC	12	4
3	O=C(NC1CCN(Cc2ccccc2)CC1)c1cccc(N2CCCC2CO)n1 (centres undefined)	-3	-5
4	Cc1nc2ccc(-c3cnn(-c4cccc(N5CCOCC5)c4)c3)cc2c(=O)n1C	-5	2
5	CC(=O)c1cccc(-c2ncc(C)c(NCCN(C(C)C)C(C)C)n2)c1	7	3
6	c1cncc(CNc2cc(NCc3nc4ccccc4[nH]3)ncn2)c1	-21	-5
7	O=C(Nc1ccc2[nH]ncc2c1)N1CCCNCC1	-3	-12
8	CCN(CC)c1nc(NCCN2CCOCC2)nc(Nc2ccc3c(c2)OCO3)n1	16	-8
9	O=C(NCc1ccccc1)c1cc(NCc2ccc3c(c2)OCO3)nc2ccccc12	1	-7
10	O=C(Nc1ccc2[nH]ncc2c1)C1CCN(C(=O)Nc2ccc(-c3ccccc3)cc2)C1 (centres undefined)	-10	-3
11	O=C(NC1CCN(Cc2ccccc2)CC1)c1ccnc(NCCN2CCOCC2)c1	-1	0
12	COc1nccnc1NS(=O)(=O)c1ccc(N)cc1	4	.
13	COc1ccc(CCNC(=O)c2csc(Nc3ccc(-n4ccnc4)cc3)n2)cc1	5	11
14	CN1CCC(n2[nH]c(-c3ccccc3)c(Cc3ccccc3)c2=O)CC1	-2	.
15	Oc1ccc(CCNc2nc(Nc3ccc(C(F)(F)F)cc3)nc3c2ncn3-c2ccccc2)cc1	-31	20

The list continues:
item	canonical_smiles	ULK1 primary	ASK1 inh
16	Cc1nn(C)c(C)c1-c1nc(NCCN2CCOCC2)c2ncn(C(C)C)c2n1	9	-8
17	COc1ccc2c(c1)CC(C(=O)Nc1ccc(-c3ccnn3C)cc1OCCN(C)C)CO2 (centres undefined)	0	-3
18	O=C(NCc1cccnc1)c1ccnc(Nc2ccncn2)c1	-7	-12
19	COc1cc(Nc2ccc(-n3cc(CC(=O)NCCOc4ccccc4)c4ccccc43)nn2)cc(OC)c1OC	3	15
20	C=CCOC(=O)c1ccc[n+](Cc2ccccc2)c1	-3	.
21	COc1ccc(-c2cccc(C(=O)NCc3ccccc3)c2)cc1	-3	-3
22	COc1ccc(-c2cc(C(=O)NCCN3CCOCC3)ccn2)cc1	-6	0
23	c1cn(-c2ccc(Nc3nc(NCCN4CCOCC4)c4ncn(-c5ccsc5)c4n3)cc2)cn1	14	16
24	O=C(NCc1cccc(C(F)(F)F)c1)c1cccc(N2CCOCC2)n1	-2	-1
25	Cc1ccccc1C(=O)NC1=NCCS1	-3	.
26	O=C(Nc1cccc([N+](=O)[O-])c1)/C(=C\c1ccc([N+](=O)[O-])o1)NC(=O)c1ccccc1	29	.
27	CCCNc1ncnc2c1nc(Nc1cnccn1)n2C(C)C	1	-1
28	COc1ccc(N2CCn3c(SCc4ccc(F)cc4)nnc32)cc1	7	.
29	Cc1cnc(N2CCN(Cc3ccc4c(c3)OCO4)CC2)nc1Nc1ccc2c(c1)OCO2	16	14
30	c1nc2c(NCCN3CCOCC3)nc(NCCN3CCOCC3)nc2n1C1CCCCC1	5	6

Three compounds from above, ordered by SMILES length, descending.
item	canonical_smiles	ULK1 primary	ASK1 inh
23	c1cn(-c2ccc(Nc3nc(NCCN4CCOCC4)c4ncn(-c5ccsc5)c4n3)cc2)cn1	14	16
17	COc1ccc2c(c1)CC(C(=O)Nc1ccc(-c3ccnn3C)cc1OCCN(C)C)CO2 (centres undefined)	0	-3
27	CCCNc1ncnc2c1nc(Nc1cnccn1)n2C(C)C	1	-1

Other compounds follow:
item	canonical_smiles	ULK1 primary	ASK1 inh
31	COc1cc(Nc2nccc(NCCN3CCOCC3)n2)cc(OC)c1OC	0	-21
32	O=C(Cc1cn(-c2ccc(Nc3ccncn3)nn2)c2ccccc12)NCCc1ccc(O)cc1	16	-14
33	Cn1c(=O)[nH]c(=O)c2c1nc(NN)n2CCO	8	.
34	c1ccc(CN2CCC(Nc3nc(Nc4ccccc4)nc4c3ncn4-c3ccsc3)CC2)cc1	4	17
35	CC(C)N(CCNC(=O)C1CCN(c2ccc(NCc3ccc4c(c3)OCO4)nn2)CC1)C(C)C	0	-5
36	O=C(NC1CCN(Cc2ccccc2)CC1)c1cnc(Nc2ccc(N3CCOCC3)cc2)s1	13	3
37	c1ccc(OCCNc2nc(Nc3ccccn3)nc3c2ncn3-c2ccccc2)cc1	-11	-5
38	Clc1ccccc1CN1CCc2sccc2C1	1	.
39	CNC(=O)c1ccccc1Nc1cc(Nc2ccc(N3CCN(C)CC3)cc2OC)ncc1C(F)(F)F	91*	19
40	CCCNc1nc(Nc2cccc(N(C)C)c2)nc2cc(OC)c(OC)cc12	4	25
41	CN(C)C(=O)c1cc(Nc2ccc3[nH]ncc3c2)ccn1	-3	6
42	CCC(=O)N/N=C/c1ccc(-c2ccc(Cl)cc2)o1	5	.
43	N[C@H](Cc1ccc(Br)cc1)C(=O)N1CCC(C(=O)Nc2ccncc2)CC1	5	-3
44	CC(=O)Nc1ccc(NC(=O)c2ccnc(Nc3ccc(-n4ccnc4)cc3)c2)cc1	14	7
45	COc1ccc(CCNc2nc(-c3ccc(C(N)=O)cc3)nc3c2ncn3C2CCCCC2)cc1	-2	14

Next section:
item	canonical_smiles	ULK1 primary	ASK1 inh
46	COc1cc2nc(-c3cccc(N)c3)nc(NCCN3CCOCC3)c2cc1OC	-5	-6
47	CCN(CC)c1nc(Nc2ccc3c(c2)OCO3)nc(Nc2nccc3ccccc23)n1	10	20
48	Cc1cnc(Nc2ccc(N3CCOCC3)cc2)nc1NCCOc1ccccc1	37	25
49	Cc1cc(NC2CCN(Cc3ccccc3)CC2)nc(N2CCC(N3CCOCC3)CC2)n1	1	5
50	O=C(O)COCCn1cc(-c2ccc(Cl)cc2)cn1	-1	.
51	CNC(=O)COc1cc(-c2cn[nH]c2)ccc1NC(=O)C1COc2ccc(OC)cc2C1 (centres undefined)	22	-24
52	O=C(Nc1ccc(N2CCOCC2)cc1)c1cc(N2CCCC2CO)nc2ccccc12 (centres undefined)	12	4
53	O=C(Nc1ccccc1)c1cccc(-c2ccccc2)c1	-4	-6
54	CC(C)CC(=O)N1CC(=O)Nc2cc(S(C)(=O)=O)ccc21	8	.
55	CCOC(=O)N/N=C\c1ccc(S(O)(O)O)o1	-8	.
56	CCCNc1nc(-c2ccc(N3CCOCC3)nc2)nc2c1ncn2C1CCCCC1	-9	4
57	COc1cc2nc(N3CCc4ccccc4C3)nc(Nc3ccc(N4CCOCC4)cc3)c2cc1OC	-72	25
58	CC(C)N(CCNc1cc(Cl)nc(N)n1)C(C)C	-7	-9
59	FC(F)(F)c1cccc(CNc2ncnc3nc(Nc4ccccc4)[nH]c23)c1	-3	17
60	C[C@@H](O)[C@H]1C(=O)N2C(C(=O)O)=C(S[C@H]3CC[C@@H](C(=O)N(C)C)N3)[C@H](C)[C@H]12	4	.

Next structures.
item	canonical_smiles	ULK1 primary	ASK1 inh
61	Cc1cc(NCCOc2ccccc2)nc(Nc2ccccn2)n1	-6	-24
62	COc1cc(Nc2nc(NCc3nc4ccccc4[nH]3)c3ncn(C4CCCCC4)c3n2)cc(OC)c1OC	-6	-5
63	CCN(CC)c1nc(NCc2ccccc2)nc(NCc2ccc3c(c2)OCO3)n1	-6	-4
64	Nc1cc(Nc2ccccc2CO)c(C(F)(F)F)cn1	56*	9
65	CCN(CC)C(=O)C1CCCN(c2nc3c(NCc4cccc(C(F)(F)F)c4)ncnc3n2C(C)C)C1 (centres undefined)	-12	-11
66	Nc1cc(Nc2cnccn2)ncn1	0	2
67	CCCNC(=O)c1ccnc(-c2ccc(OC)cc2)c1	-3	-9
68	CCCNC(=O)c1ccnc(Nc2cc(OC)c(OC)c(OC)c2)c1	5	-16
69	c1cncc(CNc2nc(Nc3ccc(N4CCOCC4)cc3)nc3c2ncn3C2CCCCC2)c1	11	36*
70	c1ccc(CCNc2cc(-c3cccnc3)nc(-c3ccccn3)n2)cc1	5	.
71	O=C(Nc1ccc2[nH]ncc2c1)C1CN(Cc2ccccc2)CC1c1ccc(Cl)cc1 (centres undefined)	-28	13
72	c1ccc(OCCNc2nc(Nc3ccc4ncccc4c3)nc3nc[nH]c23)cc1	28	10
73	COc1ccc(CCNC(=O)Cc2cn(-c3ccc(NC4CCN(Cc5ccccc5)CC4)nn3)c3ccccc23)cc1	-3	-6
74	Nc1nc(NCc2nc3ccccc3[nH]2)cc(N2CCN(c3ccccn3)CC2)n1	-5	-18
75	C/C(=N\NC(=O)C(C)Sc1ccccc1)C(C)(C)C (centres undefined)	-6	.

Remaining list, next part.
item	canonical_smiles	ULK1 primary	ASK1 inh
76	COc1ccc(CCNC(=O)c2ccc(-c3c(C)noc3C)s2)cc1	-8	4
77	Cc1cccc(CC(=O)Nc2cnn(-c3cccc(C(=O)Nc4ccc(CN)cc4)c3)c2)c1	-5	2
78	Cn1c(=O)c2c(n(C)c1=O)n1c(-c3ccccc3)nnc1n2CCc1ccccc1	12	.
79	CC(=O)Nc1ccc(-c2cc(NC(=O)C(O)c3ccc(Cl)cc3)cc3cn[nH]c23)cc1 (centres undefined)	-47	-14
80	CC(=O)c1cccc(-c2nc(Nc3ccc(Oc4ccccc4)cc3)c3ncn(-c4ccsc4)c3n2)c1	11	-2
81	CC(C)c1ccc(/C=N/NC(=O)C(=O)NCc2ccncc2)cc1	-3	.
82	O=C(O)CC(O)(CC(=O)O)C(=O)O	-71	.
83	COc1cc(Nc2ncnc3c2nc(Nc2ccnn2C)n3C(C)C)cc(OC)c1OC	-4	-16
84	Nc1nc(NCCc2ccc(O)cc2)cc(NCc2cccnc2)n1	-2	1
85	c1ccc(CN2CCC(Nc3nc(N4CCN(Cc5ccc6c(c5)OCO6)CC4)nc4nc[nH]c34)CC2)cc1	-7	14
86	NS(=O)(=O)c1ccc(Nc2nccc(NC3CCNCC3)n2)cc1	11	-1
87	NNC(=O)c1cccc(-n2cc(NC(=O)Nc3ccccc3)cn2)c1	-11	-11
88	c1ccc(Nc2nc(Nc3nccc4ccccc34)nc3c2ncn3-c2ccccc2)cc1	0	-1
89	CC(C)N(CCNc1nc(N2CCN(Cc3ccc4c(c3)OCO4)CC2)nc2c1ncn2C1CCCCC1)C(C)C	-21	8
90	CN1CCN(c2ccc(-c3cccc(C(=O)NCc4cccc(C(F)(F)F)c4)n3)cc2)CC1	-8	5

Next records
item	canonical_smiles	ULK1 primary	ASK1 inh
91	COc1ccc(CCNC(=O)c2cccc(-c3ccc(C(=O)N4CCN(C)CC4)cc3)n2)cc1	-8	15
92	COc1cc(NC(=O)C2CCN(c3ccc(Nc4ccncn4)nn3)CC2)cc(OC)c1OC	10	7
93	NC(=NCCCCCCN=C(N)/N=C(\N)Nc1ccc(Cl)cc1)/N=C(\N)Nc1ccc(Cl)cc1	-45	.
94	COc1cc2nc(-c3ccc(C(=O)N4CCN(C)CC4)cc3)nc(Nc3ccc(NC(C)=O)cc3)c2cc1OC	-29	9
95	CCN(CC)C(=O)C1CCCN(c2nc(NCc3cccnc3)nc(N(CC)CC)n2)C1 (centres undefined)	9	-13
96	Cc1cnc(NCCCN2CCCC2=O)nc1NC1CC1	-1	11
97	O=C(NC1CC1)c1cccc(NCCN2CCOCC2)n1	3	-4
98	O=C(Nc1ccc2c(c1)OCO2)c1ccnc(N2CCN(c3ccccn3)CC2)c1	33	23
99	COc1ccccc1-n1cc(-c2ccccc2)c(-c2ccnc(Nc3ccc(-n4nc(C)nc4C)cc3)c2)n1	-46	5
100	c1cnc2ccc(Nc3nc(NCCN4CCOCC4)c4[nH]cnc4n3)cc2c1	26	6
101	O=C(Nc1cccnc1)c1ccc(OCC(O)c2ccc(Br)cc2)cc1 (centres undefined)	2	-16
102	CNC(=O)OCc1cccc(COC(=O)NC)n1	5	.
103	O=C(NCCc1ccccc1)c1cccc(I)c1	-2	.
104	NC(=O)c1ccc(-c2cc(NCCCN3CCCC3=O)nc(N)n2)cc1	6	5
105	O=C1CCCN1CCCNc1ncnc2nc(Nc3ncccn3)[nH]c12	34	8

As entered above:
Under ASK1 inh, COc1cc(NC(=O)C2CCN(c3ccc(Nc4ccncn4)nn3)CC2)cc(OC)c1OC is entered as 7
Under ULK1 primary, O=C(Nc1ccc2c(c1)OCO2)c1ccnc(N2CCN(c3ccccn3)CC2)c1 is entered as 33
Under ULK1 primary, CNC(=O)OCc1cccc(COC(=O)NC)n1 is entered as 5
Under ULK1 primary, NC(=NCCCCCCN=C(N)/N=C(\N)Nc1ccc(Cl)cc1)/N=C(\N)Nc1ccc(Cl)cc1 is entered as -45
Under ULK1 primary, c1cnc2ccc(Nc3nc(NCCN4CCOCC4)c4[nH]cnc4n3)cc2c1 is entered as 26
Under ULK1 primary, COc1ccc(CCNC(=O)c2cccc(-c3ccc(C(=O)N4CCN(C)CC4)cc3)n2)cc1 is entered as -8
Under ULK1 primary, Cc1cnc(NCCCN2CCCC2=O)nc1NC1CC1 is entered as -1

(more compounds)
item	canonical_smiles	ULK1 primary	ASK1 inh
106	c1ccc(Nc2nc3ncnc(NC4CC4)c3[nH]2)nc1	-5	12
107	O=C(NC1CCN(Cc2ccccc2)CC1)c1cnc(NCc2ccc3c(c2)OCO3)s1	-15	10
108	Cn1nccc1Nc1nc(C(=O)NCc2cccnc2)cs1	-6	-6
109	c1cnc2ccc(Nc3nccc(NCc4nc5ccccc5[nH]4)n3)cc2c1	-16	-11
110	Cc1cccc(CC(=O)Nc2cnn(-c3cccc(C(=O)Nc4ccc(F)c(C)c4)c3)c2)c1	-3	-9
111	O=C(NCCN1CCOCC1)C1CCN(c2ccc(Nc3ccc(N4CCOCC4)cc3)nn2)CC1	5	-10
112	C=CCNC(=O)C(=O)N/N=C/c1ccc(C(C)C)cc1	-3	.
113	Cc1noc(C)c1-c1cncc(C(=O)NCCN2CCOCC2)c1	-5	6

Entries by screen from the entries so far.
Entries 106–111 in ASK1 inh: 12, 10, -6, -11, -9, -10
Entries 106–111 in ULK1 primary: -5, -15, -6, -16, -3, 5

Compounds shown so far that have an aryl thioether with sulfur outside any ring:
item	canonical_smiles	ULK1 primary	ASK1 inh
28	COc1ccc(N2CCn3c(SCc4ccc(F)cc4)nnc32)cc1	7	.
75	C/C(=N\NC(=O)C(C)Sc1ccccc1)C(C)(C)C (centres undefined)	-6	.

Bioassay records as filed in PubChem BioAssay.
